Source: PubChem BioAssay (National Center for Advancing Translational Sciences (NCATS))
AmpC no deterg: blocks E. coli AmpC beta-lactamase in detergent-free assay. AmpC nitrocefin hydrolysis, absorbance 480 nm, 0.0001% Triton. Potency, µM (highest dose often 57.1 µM), inactives show at the top dose activity change, negative = inhibition, actives largely listed as inhibitors. 0.52% of 330,000 active. P00811. AID 485341;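 also: potency is read from the fitted curve at half-maximal effect; plate controls were no compound for no effect and no enzyme for full effect; nearly all actives have a fitted effect of over 20% in size; some results filed as inactive show a strong effect at the top dose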
Target sequence (P00811 whole entry, looked up): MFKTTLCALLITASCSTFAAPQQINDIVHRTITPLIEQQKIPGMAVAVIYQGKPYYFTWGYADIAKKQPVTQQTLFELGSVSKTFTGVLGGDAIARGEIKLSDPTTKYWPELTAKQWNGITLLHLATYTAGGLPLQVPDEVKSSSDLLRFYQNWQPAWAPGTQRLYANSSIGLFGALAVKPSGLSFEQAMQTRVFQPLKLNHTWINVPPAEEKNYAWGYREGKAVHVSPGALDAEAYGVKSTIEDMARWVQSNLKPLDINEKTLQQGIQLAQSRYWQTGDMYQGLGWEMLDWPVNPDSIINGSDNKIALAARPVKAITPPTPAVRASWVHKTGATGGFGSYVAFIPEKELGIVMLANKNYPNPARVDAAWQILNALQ
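20 mM phosphate pH 7.0 + 0.01% (detergent screen) or 0.0001% Triton X-100; 5.3 nM AmpC reagent; cpd preinc 15 min RT; nitrocefin (800 uM stock) to start; A480 q20 s × 4 min; Activity was normalised to no-enzyme and no-compound control wells.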
AmpC inh detg: blocks E. coli AmpC beta-lactamase in detergent assay | P00811 | AmpC hydrolysis of nitrocefin, absorbance 480 nm, 0.01% Triton | Potency, µM (series often up to 114 µM), inactives show at the top dose activity change, negative = inhibition, hits mostly inhibitors | 0.041% of 370,000 active | AID 485294;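 also: potency is read from the fitted curve at half-maximal effect; 0% = no-compound wells and -100% = no-enzyme wells; nearly all actives have a fitted effect of over 25% in size; some results filed as inactive show a strong effect at the top dose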
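20 mM phosphate pH 7.0 + 0.01% (detergent screen) or 0.0001% Triton X-100; 5.3 nM AmpC reagent; cpd preinc 15 min RT; nitrocefin (800 uM stock) to start; A480 q20 s × 4 min; Activity was normalised to no-enzyme and no-compound control wells.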
Giardia FBPA inh: inhibitors of Giardia lamblia fructose-1,6-bisphosphate aldolase | A8B2U2 | purified Giardia FBPA | Potency, µM (titrated, usually from 59.6 µM), for the others: at the highest dose activity, negative = inhibition, most hits filed as inhibitors | 0.71% of 290,000 active; also: potency is read from the fitted curve at half-maximal effect; nearly all actives have a fitted effect of over 55% in size
Target sequence (A8B2U2 whole entry, looked up): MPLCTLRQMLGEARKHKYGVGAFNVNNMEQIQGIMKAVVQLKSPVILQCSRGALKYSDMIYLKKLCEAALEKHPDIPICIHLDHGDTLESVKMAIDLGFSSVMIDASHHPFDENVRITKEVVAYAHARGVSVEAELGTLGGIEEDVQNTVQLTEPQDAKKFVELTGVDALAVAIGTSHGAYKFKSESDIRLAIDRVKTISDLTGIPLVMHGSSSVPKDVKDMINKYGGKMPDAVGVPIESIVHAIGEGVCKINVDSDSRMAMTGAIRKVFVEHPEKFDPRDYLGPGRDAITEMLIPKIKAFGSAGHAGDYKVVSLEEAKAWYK
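Giardia FBPA (40 nM reagent) was preincubated 10 min at RT with compound (up to 57.5 uM final), then substrate plus GAPDH/TPI/NAD/arsenate coupling system with diaphorase/resazurin was added; resorufin fluorescence (525/598 nm) was read after 20 min.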
Sm TGR block: inhibitors of Schistosoma mansoni thioredoxin glutathione reductase. Q962Y6. purified TGR, DTNB reduction, TNB absorbance 405 nm. Potency, µM (doses to about 114 µM), for the others: at the top dose activity change, negative = inhibition, usual class: inhibitors. 3% of 360,000 active; also: potency is read from the fitted curve at half-maximal effect; nearly all actives have a fitted effect of over 60% in size
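TGR 20 nM + NADPH 100 uM (dispensed conc.), cpd preinc 15 min RT; start with NADPH (500 uM addition) then DTNB (15 mM addition). Kinetic TNB absorbance, 405 nm filter. Four-parameter Hill fit across titration.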
HCV inhibitor: inhibitors of hepatitis C virus infection; AID 651820; Huh7.5.1 HCVcc-Cre infection, luciferase reporter, 44 h; 3.4% of 340,000 active; Potency, µM (doses to about 41.8 µM), without a hit: top-dose activity change, negative = inhibition, hits mostly inhibitors; also: potency is read from the fitted curve at half-maximal effect
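Infectious HCVcc-Cre (~0.5 moi) was added to cells just after compound, with cells seeded 4 h earlier at 1,000 per well. Luciferase activity after 44 h culture reported infection; substrate was incubated 15 min at room temperature before reading.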
HCMV inh: inhibitors of human cytomegalovirus; HFF cells, HCMV-luciferase reporter, 72 h; active compounds read low; activity change, negative = inhibition, % at 57.5 µM; 4.5% of 410,000 active; in the data active = activity change below about -60%; inconclusive = no clear call, values can overlap the other calls; inactive = above about -39%
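After 16 h attachment at 37C, HFF cells received test compound and HCMV-luciferase (1 PFU/cell); reporter luminescence read 72 h later, data normalized against buffer-only and known inhibitor Salinomycin.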
Numbers without * were called inactive; ? = inconclusive; . = not tested or not shown; & = joins results of further samples; [ ] = another dose, or the depositor's remark. Unless noted, calls follow the shape of the dose curve; as a rule, active = well fitted curve in the direction sought with a large enough effect; inconclusive = small, poorly fitted or top-dose-only effect, or another doubt; inactive = no such curve, though single readings can be large; an effect the other way counts as inactive or inconclusive. Unless noted, % is scaled to controls: 0 for no effect and ±100 for the full control effect.

smiles	AmpC no deterg	AmpC inh detg	Giardia FBPA inh	Sm TGR block	HCV inhibitor	HCMV inh
O=C(c1ccccc1-c1ccccc1)N1CCN(c2ccccn2)CC1	12%	-1%	3%	0%	?	-13
CCN1C(=O)c2cccc3c(S(=O)(=O)NCc4cccnc4)ccc1c23	-14%	-14%	3%	-13%	?	178
COCC(C)n1c(SCC(=O)N(C)C2CCS(=O)(=O)C2)nc2ccccc2c1=O (configuration not stated)	-2%	-6%	5%	3%	-4%	-27
CCOC(=O)C1CCN(C(=O)CN2C(=O)c3ccccc3S2(=O)=O)CC1	-9%	-9%	.	-3%	15%	-7
O=C(Nc1cc(Cl)ccn1)C1CCN(S(=O)(=O)c2cccs2)CC1	-29%	-11%	1%	0%	?	-73*
CCN(CC)CCNC(=O)c1c(C)oc2cc(Br)c(OC)cc12	8%	-4%	0%	3%	?	-15
COc1cccc(C(=O)n2cnnc2N)c1OC	-39%	?	-3%	7%	8%	57
OC(COCc1cccs1)CN1CCCCCC1 (configuration not stated)	100%[activator]	?	-2%	-31%	-22%	2
O=C(N[C@H](Cc1ccc(Cl)cc1)C(=O)O)OCC1c2ccccc2-c2ccccc21	-11%	?	8%	-23%	-3%	-31
CN=C1SC(CC(=O)Nc2cccc(C(F)(F)F)c2)C(=O)N1C (configuration not stated)	-2%	?	0%	-6%	?	-15
O=C(O)CC/C(=C\c1cc2c(cc1Br)OCO2)c1nc2ccccc2s1	30%	-9%	-3%	0%	20%	31
O=C(Cc1ccccc1)NN1C(=O)C2C3C=CC(C4CC34)C2C1=O (configuration not stated)	-8%	7%	0%	1%	26%	26
CCCC(=O)C1C(=O)NC(=O)NC1=O	-14%	-11%	0%	9%	4%	-14
COc1ccc(-n2c(O)c(C(C)=NCc3ccco3)c(=O)[nH]c2=O)cc1	-8%	-5%	13%	-19%	-2%	5
C/C(CCc1ccco1)=N/NC(=O)CCC(=O)Nc1ccc(Br)cc1	-27%	-1%	2%	-1%	-12%	-28
Cc1ccc(S(=O)(=O)N2CCC(C(=O)Nc3nnc(-c4ccc(F)cc4)s3)CC2)cc1	-26%	-7%	11%	-1%	1%	-14
O=C(CN1CCC(c2nc3ccccc3[nH]2)CC1)NCc1ccc2c(c1)OCO2	-12%	0%	-3%	-9%	-26%	2
Cc1ccc(NC(=O)c2ccccc2NS(=O)(=O)c2ccc(F)cc2)cc1S(=O)(=O)N1CCCCC1	-4%	-10%	5%	0%	?	-98*
CCCCn1nnc(NC(=O)COc2ccc(Cl)c(C)c2)n1	-1%	3%	2%	0%	-6%	-19
C#CCOCCOCCOCCNc1nc(N2CCN(C(=O)[C@H]([C@@H](C)CC)n3cc([C@@H](N)Cc4ccc(O)cc4)nn3)CC2)nc(N2CCN(C(=O)[C@H](Cc3ccc(O)cc3)n3cc([C@@H](N)CC(C)C)nn3)CC2)n1	194%[activator]	6%	0%	-4%	10%	-17
CCN(CC)c1ccc(NC(=O)COc2ccccc2C#N)cc1S(=O)(=O)Nc1ccc(OC)cc1	-26%	?	-3%	-10%	?	14
O=C1NC2(CCCCCC2)N=C1c1ccc(Br)cc1	-4%	2%	-1%	-4%	8%	-7
Cc1ccc(N(CC(=O)NC(C)(C)C)C(=O)CCC(=O)Nc2nccs2)c(C)c1	49%	1%	1%	-15%	-14%	22
CCCCc1nc2cc(C(=O)N3CCC(OCCOC)CC3)ccc2o1	44%	-2%	.	-4%	5%	0
COCCNC(=S)N/N=C(\C)c1ccc(OC)cc1	-4%	-11%	-17%	?	2%	-21
COc1ccc(C2C(C(N)=O)=C(C)Nc3nc(CCCO)nn32)cc1 (configuration not stated)	-9%	0%&5%	4%	12%&12%	34%[activator]	35&-6
COc1ccc(CCNS(=O)(=O)c2ccc3c(c2)NC(=O)CO3)cc1OC	-7%	-6%	-6%	1%	-7%	-26
CCOCN(C(=O)Cn1c(C)nc2ccccc21)c1c(C)cccc1CC	.	19%	.	8%	.	9
Cc1ccc(C2CC(c3ccc(NS(C)(=O)=O)cc3)=NN2C(=O)c2ccco2)cc1 (configuration not stated)	?	?	-17%	-15%	-14%	-13
Cc1nc(N2CCOCC2)nc(N2CCCCC2C)c1[N+](=O)[O-] (configuration not stated)	41%	-10%	8%	5%	?	4

Additional results:
smiles	AmpC no deterg	AmpC inh detg	Giardia FBPA inh	Sm TGR block	HCV inhibitor	HCMV inh
CC(C)Cc1cc(C(=O)NCc2cccnc2)no1	-7%	-16%	3%	0%	0%	60
COc1ccc(CNC(=O)c2cc(-c3cc(C)cc(C)c3O)n[nH]2)cc1	-37%	-3%	1%	5%	?	8
Cc1ccc(C2C3CN(C(C)C)CC=C3C(C#N)=C(N)C2(C#N)C#N)cc1 (configuration not stated)	-9%	-2%	?	?	-9%&-5%	-21
COc1ccc(-n2c(=O)c(CCC(=O)NCCc3ccccc3F)nc3ccccc32)cc1	65%[activator]	-3%	.	-4%	?	-17
CCCCN1C(=O)N(C)C2NC(=S)NC21 (configuration not stated)	2%	-4%	0%	-7%	21%	8
COc1cccc(N2CCN(c3ncccn3)CC2)c1	87%[activator]	-13%	1%	-1%	10%	55
CCCCC(=O)Nc1ccc(N2CCN(C(=O)CC)CC2)cc1	-1%	-2%	0%	6%	11%	20
O=Cc1ccc(Oc2cc(-c3ccccc3)nc(-c3ccccc3)n2)cc1	-20%	-8%	1%	-1%	?	-19
CCOC(=O)c1[nH]c(C)c(C(=O)NC2CCCC2)c1C	-3%	?	3%	7%	4%	-5
CCOc1cc2[nH]c(=O)n(CCCC(=O)N(C)Cc3ccccc3)c(=O)c2cc1OCC	69%[activator]	-1%	-3%	-16%	6%	-20
Cc1ccc(C(=O)Nc2cccc(NC(=O)CN3CCCCC3)c2)cc1	-14%	0%	1%	0%	?	31
COc1cccc(NS(=O)(=O)c2cc(C)ccc2OC)c1	-2%	0%	2%	1%	?	-2
Cc1ccc(CNC(=O)COC(=O)C2CCC2)cc1	9%	.	.	.	15%	0
COc1ccc(/C=C2\CCn3c2nc2cc(C(=O)O)ccc2c3=O)cc1	-8%	-9%	-13%	6%	5%	-12
CCNS(=O)(=O)c1c(C)cc(N2CCCC2=O)cc1C	-8%	0%	5%	0%	?	-9
COc1ccc(/C(C)=N/NC(=O)CN(c2ccc(OC)cc2)S(=O)(=O)c2ccccc2)cc1	-10%	3%	-1%	-9%	16%	-2
Cc1nc2ccccc2n(CC(=O)Nc2cc(Cl)cc(Cl)c2)c1=O	-27%	-3%	6%	-1%	-28%	-61*
COc1ccc(OC)c(NC(=O)CCNS(=O)(=O)c2ccc3c(c2)oc(=O)n3C)c1	-18%	?	-8%	-3%&-11%	4%	6&122
O=C(COC(=O)C1(c2ccccc2F)CCCC1)N1CCNC1=O	-6%	-4%	.	-2%	1%	-25
CC(C)=NNc1nc(-c2ccc(N3C(=O)CCC3=O)cc2)cs1	22%	3%	?	?	-17%	-10
Cc1ccc(C(=O)N2CC(=O)Nc3ccc(Br)cc3C2c2ccc(F)cc2)cc1C (configuration not stated)	.	6%	.	-3%	.	-31
Cc1nc2nc(N)nn2c(C)c1C/C=C/c1ccccc1	-11%	?	-4%	16µM*	4%	90
COc1cccc(CNC(=O)C2CCN(S(=O)(=O)c3cccc4nonc34)CC2)c1	4%	6%	8%	-6%	-22%	-12
CC(C)(C)n1nnnc1CN1CCN2CCCC2C1 (configuration not stated)	-6%	-8%	?	-1%	18%	43
CCC(C)OC(=O)C1=C(C)NC(=O)CC1c1ccccc1OC (configuration not stated)	24%	-3%	0%	1%	-10%	-3
O=C(c1cccc2ccccc12)N1CCC(N2CCN(c3ccccc3)CC2)CC1	86%[activator]	-2%	-1%	-7%	-25%	64
O=C(NCc1cc(C(F)(F)F)cc(C(F)(F)F)c1)C1CC(c2c(Cl)cccc2Cl)=NO1 (configuration not stated)	-28%	2%	-2%	8%	?	0
O=C(NCc1ccc(Cl)cc1)C1CCN(C(=O)c2ccc(Cl)cc2)CC1	119%[activator]	?	.	-7%	0%	-30
Cc1ccc(-c2nc3ncccc3o2)cc1NC(=O)c1ccc(-c2ccc(Cl)cc2)o1	.	-8%	.	-11%	.	-6
Cc1cccc2c(=O)c(-c3ccc4c(c3)OCO4)c(NC(=O)c3ccco3)oc12	-23%	-6%	.	-11%	-8%	-7

Grouped by structure, the compounds so far containing a Cl atom
smiles	AmpC no deterg	AmpC inh detg	Giardia FBPA inh	Sm TGR block	HCV inhibitor	HCMV inh
O=C(Nc1cc(Cl)ccn1)C1CCN(S(=O)(=O)c2cccs2)CC1	-29%	-11%	1%	0%	?	-73*
O=C(N[C@H](Cc1ccc(Cl)cc1)C(=O)O)OCC1c2ccccc2-c2ccccc21	-11%	?	8%	-23%	-3%	-31
CCCCn1nnc(NC(=O)COc2ccc(Cl)c(C)c2)n1	-1%	3%	2%	0%	-6%	-19
Cc1nc2ccccc2n(CC(=O)Nc2cc(Cl)cc(Cl)c2)c1=O	-27%	-3%	6%	-1%	-28%	-61*
O=C(NCc1cc(C(F)(F)F)cc(C(F)(F)F)c1)C1CC(c2c(Cl)cccc2Cl)=NO1 (configuration not stated)	-28%	2%	-2%	8%	?	0
O=C(NCc1ccc(Cl)cc1)C1CCN(C(=O)c2ccc(Cl)cc2)CC1	119%[activator]	?	.	-7%	0%	-30
Cc1ccc(-c2nc3ncccc3o2)cc1NC(=O)c1ccc(-c2ccc(Cl)cc2)o1	.	-8%	.	-11%	.	-6

Some of the entries so far, as labelled records.
SMILES: Cc1ccc(CNC(=O)COC(=O)C2CCC2)cc1
  AmpC no deterg: 9%
  AmpC inh detg: .
  Giardia FBPA inh: .
  Sm TGR block: .
  HCV inhibitor: 15%
  HCMV inh: 0
SMILES: COc1ccc(/C=C2\CCn3c2nc2cc(C(=O)O)ccc2c3=O)cc1
  AmpC no deterg: -8%
  AmpC inh detg: -9%
  Giardia FBPA inh: -13%
  Sm TGR block: 6%
  HCV inhibitor: 5%
  HCMV inh: -12
SMILES: O=C(O)CC/C(=C\c1cc2c(cc1Br)OCO2)c1nc2ccccc2s1
  AmpC no deterg: 30%
  AmpC inh detg: -9%
  Giardia FBPA inh: -3%
  Sm TGR block: 0%
  HCV inhibitor: 20%
  HCMV inh: 31

This is a random part of the collection; about 9.9% have a hit in one of these screens.
